S aureus QS inh = blocks AIP-induced quorum sensing reporter in S. aureus | S. aureus RN6390 RNAIII-GFP reporter, flow cytometry 3 h | inhibition, % at 2 µM | 24,000 tested, 0.3% active | AID 527;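 active = share of bacteria positive for the green fluorescent reporter and its mean brightness both inhibited by 50% or more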;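 note: 0% = AIP-stimulated control and 100% = unstimulated bacteria without AIP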
S aureus QS inh GFP MFI % = further read-out of S aureus QS inh, marked with its call; inhibition, %; measured here: inhibition of GFP MFI
Numbers without * were called inactive.

SMILES | S aureus QS inh | S aureus QS inh GFP MFI %
CC(=O)N1CCc2cc(S(=O)(=O)NC(CC(C)C)C(=O)Nc3cc(C(=O)O)ccc3C)ccc21 (stereo unspecified) | -4 | -61
CC(C)OC(=O)CCCN1C(=O)c2ccc(N)cc2C1=O | -3 | -11
Cc1n[nH]c(C)c1S(=O)(=O)N1CCCC(C(=O)NC2CCCc3ccccc32)C1 (stereo unspecified) | 0 | 4
c1ccc(Cn2ncc3c2ncn2c(-c4ccncc4)nnc32)cc1 | 2 | 20
O=C(c1ccccc1-c1ccccc1)N1CCN(c2ccccn2)CC1 | 2 | 7
CC(C)(C)OC(=O)N1CCOCCOCCN(C(=O)OC(C)(C)C)CCOCCOCC1 | 0 | 1
CCOC(=O)N1CCN(C(=O)c2cnc3n(c2=O)CCS3)CC1 | 0 | 8
COc1ccc(C(=O)N2CCN=C2SCc2cccnc2)c(OC)c1 | -2 | -1
COc1ccc(CNC(=O)C2CC(c3ccc(F)cc3)=NO2)cc1 (stereo unspecified) | 0 | 5
Cc1cc(NC(=O)C2COc3ccccc3O2)no1 (stereo unspecified) | -8 | -17
NS(=O)(=O)c1cc2c(cc1Cl)NCNS2(=O)=O | -2 | -44
O=C(CCCN1C(=O)c2ccccc2C1=O)Oc1ccc(F)cc1 | -1 | 6
Oc1c(Cl)cc(Cl)cc1CNc1ccc(Br)cn1 | 0 | 3
COc1ccc(S(=O)(=O)Cc2ccc(C(=O)N3CCOCC3)o2)cc1 | 1 | -8
COCCCNC(=O)CCCn1c(=O)c2ccccc2n(CC(=O)Nc2c(C)cccc2C)c1=O | 0 | 7
COc1ccc(-c2nc(C)sc2CC(=O)O)cc1 | -3 | -11
COc1cccc(Nc2c(F)c(F)c(F)c(F)c2C(=O)O)c1 | -1 | 4
CCC(Sc1nc2cc3c(cc2c(=O)n1Cc1ccco1)OCO3)C(=O)Nc1cccc(OC)c1 (stereo unspecified) | 8 | 25
O=c1sc(N2CCN(c3ccccc3F)CC2)nc2ccsc12 | 3 | 16
Cc1cc(C)c2c(=O)[nH]n(C3CCOC(C)(C)C3)c2n1 (stereo unspecified) | 0 | -3
CCc1c(C)sc(NC(=O)c2cc(C3CC3)on2)c1C#N | 4 | 10
CCOC(=O)N1CCC(NC(=O)Cc2cn(C)c3ccccc23)CC1 | 3 | 17
CCOc1cc(S(=O)(=O)Nc2ccccn2)ccc1F | 0 | 6
COCCCNC(=O)CN1C(=O)CSc2ncccc21 | -1 | -4
CCOC(=O)C1CCCN(C(=O)c2ccc(CS(=O)(=O)Cc3ccccc3C)o2)C1 (stereo unspecified) | 2 | 10
Later entries
SMILES | S aureus QS inh | S aureus QS inh GFP MFI %
Cc1ccc(C)c(OCC(=O)Nc2cc(C)on2)c1 | 2 | 16
COC(=O)C1=C(NC(=O)c2cccs2)CCS1 | -1 | -19
CN(C)c1ccc(CNC(=O)CN(C)S(=O)(=O)c2cccc3cccnc23)cc1 | 3 | 6
CCC(=O)Nc1ccc(Cl)c(NC(=O)C(C)C)c1 | 1 | -2
COc1ccc(OC)c(C2C3=C(CCCC3=O)Nc3c2c(=O)n(C)c(=O)n3C)c1 (stereo unspecified) | 0 | 6
Nc1nonc1-c1noc(COc2ccccc2Cl)n1 | 6 | 19
CCC(C)NC(=O)C1CCN(C(=O)N(C)C)CC1 (stereo unspecified) | -2 | -1
Cc1cc(C(=O)COC(=O)CCc2nc3ccccc3s2)c(C)n1C | 8 | 31
O=C(CSc1ncccc1C(=O)O)NCCC1=CCCCC1 | -5 | -13
Cc1cc2cc(CCNC(=O)c3ccc(S(=O)(=O)N4CCOCC4)cc3)c(=O)[nH]c2cc1C | 1 | 7
CCCS(=O)(=O)N1CCCC(C(=O)N2CCN(C(=O)OCC)CC2)C1 (stereo unspecified) | 7 | 29
CC1CCCCC1NC(=O)CC1Oc2ccccc2NC1=O (stereo unspecified) | -2 | -3
CCc1ccc2oc(-c3cc(N)ccc3Cl)nc2c1 | 0 | -5
C=CCn1c(SCC(=O)C(C)(C)C)nnc1-c1ccccn1 | -3 | -4
Cc1cccc(CSC2=NCCN2C(=O)c2ccc(Br)o2)c1 | -12 | -18
CCCCN(C)C(=O)CS(=O)(=O)Cc1nc(-c2cccc(OC)c2)oc1C | 1 | 5
Cn1cc(CC(=O)Nc2cccc(C#N)c2)c2ccccc21 | 15 | 47
CSc1ccccc1NC(=O)c1c(Br)cnn1C | 7 | 21
Cc1ccccc1C1CC(c2ccc(Br)cc2)Nc2nc(N)nn21 (stereo unspecified) | 0 | 8
Cc1ccc(C(=O)NC2CC3CCCC(C2)N3C(=O)NC2CCCCC2)cc1 (stereo unspecified) | -3 | -25
O=C(Cn1cc2c(n1)CCCC2)NCc1cccc(Cl)c1 | 1 | 7
Cc1ccc(-n2cnnn2)c2cccnc12 | 0 | 12
Cc1cccc(-n2c(=O)cc(N3CCN(c4ccc(F)cc4)CC3)[nH]c2=O)c1 | 0 | -13
COc1ccc2c(c1)CCc1c(C(=O)NCc3ccc(F)cc3)noc1-2 | 4 | 19
CCN1CCN(c2ccc(NC(=O)c3ccc4c(c3)OCO4)cc2)CC1 | 0 | 2

4 compounds drawn at random from those above, as already listed:
SMILES | S aureus QS inh | S aureus QS inh GFP MFI %
CCc1ccc2oc(-c3cc(N)ccc3Cl)nc2c1 | 0 | -5
CCCCN(C)C(=O)CS(=O)(=O)Cc1nc(-c2cccc(OC)c2)oc1C | 1 | 5
O=C(CCCN1C(=O)c2ccccc2C1=O)Oc1ccc(F)cc1 | -1 | 6
CCOC(=O)N1CCN(C(=O)c2cnc3n(c2=O)CCS3)CC1 | 0 | 8

Continuation:
SMILES | S aureus QS inh | S aureus QS inh GFP MFI %
COc1cccc(C(=O)NCc2nnc(SCC(=O)Nc3nccs3)n2-c2ccccc2)c1 | -1 | 14
COc1ccccc1C(=O)N1CCCC(c2nc(-c3cc(OC)c(OC)c(OC)c3)no2)C1 (stereo unspecified) | 4 | 14
NC1(N)OC(CN2C(=O)c3ccccc3C2=O)CS1 (stereo unspecified) | -2 | -7
Cc1ccccc1CNC(=O)Nc1cccs1 | 8 | 19
CCOc1ccc(Cl)cc1S(=O)(=O)N1CCCC1 | -5 | -11
Cc1ccc(Cl)cc1-n1c(=O)cc(N2CC(C)OC(C)C2)[nH]c1=O (stereo unspecified) | -1 | -1
Cc1ccc(CN2CCN(CC(=O)N3CCc4ccccc4C3)C2=O)cc1 | 0 | 0
CCOc1ccc(-n2c(=O)[nH]cc(C(=O)N3CCCc4ccccc43)c2=O)cc1 | 0 | 12
CN1CCN(c2nc(NCCOC34CC5CC(CC(C5)C3)C4)nc(OCC(F)(F)F)n2)CC1 | -2 | -7
COc1cc(OC)c(C2C(C(=O)O)c3ccccc3C(=O)N2C)cc1OC (stereo unspecified) | -1 | 5
COc1ccc(N2CCC(CNC(=O)Nc3ccc(C)c(C)c3)C2)cc1 (stereo unspecified) | -1 | 4
CCOC(=O)N1CCN(C(=O)c2cn(CC(C)C)c(=O)c3c2c2ccccc2n3C)CC1 | -8 | -15
Cc1nc2c(-c3ccccc3)c(C)[nH]n2c(=O)c1Cl | -1 | -12
O=C(CCCn1c(=O)[nH]c2cc(Cl)ccc2c1=O)NCCCN1CCCC1=O | -4 | -6
CC1=CC=CC2=NC(=O)CC(C)(C(=O)N(CC(=O)NC(C)C)C3CCCC3)N12 (stereo unspecified) | 0 | -14
O=C(O)CCN1C(=O)c2ccncc2C1=O | 14 | 29
COc1ccc(NC(=O)C2C(=O)N(CCO)C3(C)CC2c2ccccc2O3)cc1 (stereo unspecified) | -5 | -22
CCOc1cccc(C2C(C#N)=C(N)Oc3cc(C)n(Cc4ccccn4)c(=O)c32)c1OCC (stereo unspecified) | 4 | 29
CCOC(=O)N1CCN(C(=O)c2n[nH]c(=O)c3ccccc23)CC1 | -1 | -1
Cn1nc(C(C)(C)C)cc1C(=O)NCc1ccc(N2CCCC2=O)cc1 | -1 | -2
COCCCNC(=O)C1CCN(S(=O)(=O)N(CC(C)C)CC(C)C)CC1 | -4 | -20
CCOc1ccc(-c2nnc(SCC(=O)N3CCN(c4ccccc4)CC3)o2)cc1 | 2 | 7
N#Cc1c(-c2ccco2)nc(SCC(=O)Nc2cccc(Cl)c2)[nH]c1=O | 20 | 28
CCCNC(=O)C1CC(=O)N(c2ccc(OCC(=O)Nc3cccc(C)c3C)cc2)C1 (stereo unspecified) | 3 | 10
CCOC(=O)N1CCN(S(=O)(=O)c2ccc3c(c2)CCN3C(=O)CC)CC1 | 3 | 19
(next part)
SMILES | S aureus QS inh | S aureus QS inh GFP MFI %
CCOc1ccc(CCNC(=O)Cc2nn[nH]n2)cc1OCC | 2 | 27
Cn1c2c(c3ccccc31)CCSC2=O | -2 | 2
CCOc1ccc(OCC)c(NC(=O)CCCN2C(=O)c3cccnc3C2=O)c1 | 0 | -10
Cc1ccc2c(c1)-c1c(cnn1CC(=O)Nc1ccccc1N1CCN(C)CC1)CO2 | -1 | 3
COc1ccc2[nH]c(C)c(CCN3C(=O)C4C5C=CC(C5)C4C3=O)c2c1 (stereo unspecified) | 2 | 8
COc1cc2c(cc1NC(=O)CSc1nnc(Cc3cccs3)n1C)oc1ccccc12 | 2 | 6
COc1cccc(-c2nn(C)c3sc(C(=O)Nc4ccc5c(c4)OCCO5)cc23)c1 | 82* | 75*
COc1cc(C(=O)N(C)c2nnc(-c3cccnc3)s2)cc(OC)c1OC | 0 | -1
Cc1cc(C(=O)Nc2sc(C)c(-c3ccc(F)cc3)c2C(N)=O)no1 | -2 | -6
CC(C)Cn1cc(C(=O)N2CCN(c3ccccn3)CC2)c2c3ccccc3n(C)c2c1=O | -2 | -5
O=C(c1ccco1)N1CCN(c2nc(C(F)(F)F)nc3c2nnn3Cc2ccccc2)CC1 | 11 | 6
CC1(C)CC(=O)N(CC(=O)O)c2ccccc2S1 | -2 | -9
O=c1[nH]c2cc3c(cc2cc1C(c1nnnn1C1CCCCC1)N1CCSCC1)OCCO3 (stereo unspecified) | 13 | 26
O=C(Nc1ccc2c(c1)OCO2)c1noc2c1CCCCC2 | -7 | -12
CCOC(=O)C(C(=O)OCC)C(C)C#CCN1CCCCC1 (stereo unspecified) | 0 | 1
O=C(CSc1nc2c(sc3ccccc32)c(=O)n1CCO)NCC1CCCO1 (stereo unspecified) | -4 | 9
Cc1ccc(CS(=O)(=O)CCC(=O)NCc2cccs2)cc1 | -2 | -11
COc1ccc2nc(NC(=O)CN(c3ccc(C)cc3)S(=O)(=O)c3c(C)nn(C)c3C)sc2c1 | 1 | 11
C/C(Cl)=C\CSc1nnc2n(N)c(=O)c3ccccc3n12 | 0 | 14
CCOC(=O)C1CCN(S(=O)(=O)c2cccc3nonc23)CC1 | 1 | 9
CCN(CC)CCNC(=O)c1cc(S(C)(=O)=O)ccc1OC | -1 | -16
O=c1[nH]n(-c2cccc3cccnc23)c(=O)c2ccccc12 | 2 | 8
Cc1nc2c(C(=O)NCc3ccc(F)cc3)c[nH]n2c(=O)c1Cl | -1 | -2
O=C(CN1C(=O)c2ccccc2C1=O)Nc1ccc(S(=O)(=O)NCC2CCCO2)cc1 (stereo unspecified) | -1 | -6
Cc1cccc(-c2noc(CCC(=O)Nc3ccccc3)n2)c1 | 3 | 13

In a second layout: results already given.
Each structure is followed by: S aureus QS inh, S aureus QS inh GFP MFI %
O=C(c1ccco1)N1CCN(c2nc(C(F)(F)F)nc3c2nnn3Cc2ccccc2)CC1
  11, 6
Cn1c2c(c3ccccc31)CCSC2=O
  -2, 2

Filtered by structure, the entries above with bromine
SMILES | S aureus QS inh | S aureus QS inh GFP MFI %
Oc1c(Cl)cc(Cl)cc1CNc1ccc(Br)cn1 | 0 | 3
Cc1cccc(CSC2=NCCN2C(=O)c2ccc(Br)o2)c1 | -12 | -18
CSc1ccccc1NC(=O)c1c(Br)cnn1C | 7 | 21
Cc1ccccc1C1CC(c2ccc(Br)cc2)Nc2nc(N)nn21 (stereo unspecified) | 0 | 8

More entries.
SMILES | S aureus QS inh | S aureus QS inh GFP MFI %
Cc1nc(-c2cnn(-c3ccccc3)c2)c2cc(C)oc2n1 | 0 | -12
CC(C)(C)n1nc2c(c1NC(=O)c1ccc(S(=O)(=O)N3CCCCC3)cc1)CS(=O)C2 (stereo unspecified) | -1 | -2
COc1cc(-c2nc(-c3cccc(C(F)(F)F)c3)no2)cc(OC)c1OC | -2 | -11
Cn1c(C(=O)N2CCc3ccccc3C2)cc2oc3ccccc3c21 | 3 | 12
COc1ccc(Cn2nnc(C(=O)Nc3ccc(F)cc3)c2N)cc1 | -4 | -15
CC(C)CCn1c(Cl)nc2c1c(=O)n(C)c(=O)n2C | 5 | 19
CCOC(=O)N1CCC(NC(=O)c2cc(C(=O)Nc3ccc(OC)c(OC)c3)ccc2CO)CC1 | -6 | -9
O=C(Nc1ccccc1C(F)(F)F)N1CCN(c2ccc3nnc(-c4ccc(F)cc4)n3n2)CC1 | -5 | -11
Cc1cc(=O)oc2c1c(C)nn2-c1ccc(C(=O)OC(C)C)cc1 | 0 | 9
O=C(NCCc1ccc(Cl)cc1)C1CCN(S(=O)(=O)N2CCCC2)CC1 | -2 | -13
Cc1ccc(S(=O)(=O)NCCNC(=O)CN2CCCC2)cc1 | -4 | -10
CSc1sc(C)cc1C1C(C#N)=C(N)N(c2cccnc2)C2=C1C(=O)CCC2 (stereo unspecified) | 1 | 14
Cc1ccc(C2C3CN(C(C)C)CC=C3C(C#N)=C(N)C2(C#N)C#N)cc1 (stereo unspecified) | 0 | 30
COc1ccc2c(c1)OC(O)(C(F)F)CC2=O (stereo unspecified) | 0 | 1
COc1ccc(N(C)S(=O)(=O)c2c(C)[nH]c(=O)[nH]c2=O)c(OC)c1 | -1 | 3
COC(=O)c1ccc(Cn2cnc3c(cnn3-c3ccc(F)cc3)c2=O)o1 | 0 | 29
COc1ccc(OCC(=O)N2CCN(C(=O)c3cccs3)CC2)cc1 | 0 | 29
CC1CCN(C(=O)c2ccccc2NC(=O)c2cccc(S(=O)(=O)N3CCOCC3)c2)CC1 | 7 | 20
COc1ccc(S(=O)(=O)CCC(=O)Nc2c(C)n(C)n(-c3ccccc3)c2=O)cc1 | -1 | -9
O=C(c1ccco1)N1CCN(CCCCN2C(=O)c3ccccc3C2=O)CC1 | -3 | -16
CCCCCCNC(=O)Cc1nc2nc(C)cc(C)n2n1 | 0 | -6
CCCC(=O)N1CC(=O)Nc2ccc(C)cc2C1c1ccc(F)cc1 (stereo unspecified) | 1 | -8

Source: PubChem (NMMLSC)

Only part of the results is shown, so the mix of outcomes need not match the whole.
